# CD40 NFkB inh: CD40 pathway inhibition in BL2 cells; 0.94% of 83,000 active; BL2 NF-kB luciferase reporter, CD40L-induced, 4 h; inhibition, % at 10 µM;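 active = mean inhibition of at least 50% with a set share of replicates also reaching that level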;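 note: 0% = neutral control wells and 100% = IKK inhibitor VII at 50 µM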
# Numbers without * were called inactive; & = joins results of further samples; [ ] = remark or other dose. A portion of the library, so the mix of outcomes need not match the whole.
SMILES,CD40 NFkB inh
O=C(c1cccc(C(F)(F)F)c1)C1CCCN(Cc2ccccc2O)C1 (configuration not stated),0.4
CNC(=O)Oc1ccccc1C1CCCCC1,10.6
O=C(Cc1ccccc1)N1CCN(CC2CC=CCC2)CC1 (configuration not stated),-5.3
N#CC(c1cccnc1)N1CCOCC1 (configuration not stated),30.7
O=C(c1c[nH]cc1-c1ccccc1)c1cccc2ccccc12,-1.6
CC12CCC3C(CCC4CC(=O)C(C(O)C(F)(F)F)CC43C)C1CCC2O (configuration not stated),11.7
CCOP(=O)(CCP(=O)(OCC)OCC)OCC.C[CH2][Sn]([Cl])([Cl])[CH2]C,59.3*
COc1cc(/C=C2\C(=O)NC(=O)N(c3ccccc3)C2=O)c([N+](=O)[O-])cc1OC,-25.7
Cc1cccnc1NC1=NCC(C)S1 (configuration not stated),6.2
C/C=C/c1ccc([C@H]2[C@@H](CO)N3CCCCN(C(=O)Cc4cccnc4)C[C@H]23)cc1,17.6[25 µM]
O=C1CN=C(c2ccccc2F)c2cc(Cl)ccc2N1,7.8
Cc1ccc(CS(=O)(=O)Cc2ccc(C(=O)N3CCC4(CC3)OCCO4)o2)cc1,-2.1
COc1ccc(OCC#CCN2CCC(C)CC2)cc1,0.6
O=C(Cc1ccccc1)OCC(=O)N1CCN(S(=O)(=O)c2ccc(Cl)cc2)CC1,4.5
COc1ccc2c(CCN)c[nH]c2c1,-2.5
CN1CCN(c2ncnc3c2cnn3C)CC1,4.7
COc1ccc2[nH]c3c(c2c1)CCN=C3C,58.3*
CC(=CCOc1ccc2ccc(=O)oc2c1)C1=CC(=O)C(C)(C)O1,30.3
N#Cc1ccc(-c2ccc([C@@H]3[C@H](CO)N4CCCCN(C(=O)Cc5ccccc5)C[C@@H]34)cc2)cc1,-3.3[25 µM]
C=CCN1CCC23c4c5ccc(O)c4OC2C(=O)CCC3(O)C1C5 (configuration not stated),-4.0[25 µM]
COc1ccc(OC(=O)N(C)C[C@@H]2OCc3cnnn3CCCC(=O)N([C@@H](C)CO)C[C@@H]2C)cc1,-3.2
CC12CCC3C(CCC4(O)CC(O)CCC34C=O)C1(O)CCC2C1=CC(=O)OC1 (configuration not stated),75.0*
CC1CCOC(=O)C=CC=CC(=O)OC2CC3OC4C5OC5(C)C(O)CC4(COC(=O)C1O)C2(C)C31CO1 (configuration not stated),94.9*
COc1cc2c(cc1OC)C1C(=O)c3ccc4c(c3OC1CO2)CC(C(C)C)O4 (configuration not stated),3.3
NP(=O)(Nc1ccccc1)Nc1ccccc1,-2.4
CC(=O)C1CCC2C3CCC4CC(O)CCC4(C)C3C(=O)CC12C (configuration not stated),5.0
CC12CCC(O)CC1CCC1C2CCC2(C)C(C(=O)CC(O)C(F)(F)F)CCC12 (configuration not stated),8.5
CCN(CC)c1ccc(/C=C/[N+](=O)[O-])cc1,3.9
c1ccc(CCN2CCC(N3CCN(c4ccccc4)CC3)CC2)cc1,11.0
COC(=O)[C@@H]1[C@@H](CO)[C@@H]2Cn3c(ccc(-c4ccccc4)c3=O)[C@H]1N2S(=O)(=O)c1ccccc1C,19.1[25 µM]
CCOC(=O)c1c(C)n(C(C)C)c2ccc(OC)cc12,4.5
CC(C)[N+](C)(CCC(C(N)=O)(c1ccccc1)c1ccccc1)C(C)C,2.5
O=C(Nc1cccc(OC(=O)N2CCCCC2)c1)N1CCOCC1,2.2
COc1cc(C(CN)CC(=O)O)ccc1O (configuration not stated),9.2
Cc1ccc(S(=O)(=O)N2CCCC(C(=O)N3CCC4(CC3)OCCO4)C2)cc1 (configuration not stated),14.5&3.7
C1=C(c2c[nH]c3ccccc23)CCN(Cc2ccccc2)C1,5.4
Cc1ccc(Cn2nc(C(=O)Nc3ccc(Br)cc3)cc2C)cc1,-79.3
COCCN1C(=O)NC(=O)/C(=C\c2ccc(F)cc2)C1=O,8.4
C[C@H]1CCC[C@H](O)CCCCCc2cc(O)cc(O)c2C(=O)O1,34.3
CC(C)=CCSc1nnc([C@@H](N)Cc2c[nH]c3ccccc23)o1,2.4
CCOP(=S)(OCC)N1CCOCCOCCN(P(=S)(OCC)OCC)CCOCCOCC1,14.5
Oc1ccc(O)c2c1C1(Cl)C(Cl)=C(Cl)C2(Cl)C1(Cl)Cl,16.9
C[C@@H]1CN([C@@H](C)CO)C(=O)CCCn2cc(nn2)CO[C@@H]1CN(C)C(=O)Oc1ccc2ccccc2c1,-7.0[25 µM]
CN1CCCC(C(=O)c2ccc(Cl)cc2)C1 (configuration not stated),2.6
CCc1ccc(C2=NN(CCC(=O)N3CCC4(CC3)OCCO4)C(=O)CC2)cc1,-2.5
C[C@H]1CN([C@@H](C)CO)C(=O)CCCn2cc(nn2)CO[C@H]1CN(C)C(=O)Oc1ccc2ccccc2c1,-2.4[25 µM]
Cc1noc(C)c1COc1ccc(C(=O)NCC2(N(C)C)CCCCC2)cc1,4.7
c1ccc(CC(NCc2ccco2)c2ccccc2)cc1 (configuration not stated),8.2
CC(C)(Cc1c[nH]c2ccc(Cl)cc12)NCCOc1ccccc1OCC1CC1,3.0[25 µM]
O=C(CCCc1ccccc1)NCCc1cnc[nH]1,-0.5
COc1cc(C(=O)OC2C[C@H]3CC[C@@H](C2)N3C)ccc1O (some centres not stated),2.5
Cc1ccsc1C(=O)C1CCCN(Cc2cnc(N3CCCC3)s2)C1 (configuration not stated),-1.6
C/C=C/c1ccc(C2[C@@H]3CN(C(=O)C4CCC4)C[C@H]2N3)cc1 (some centres not stated),10.2&6.9
CC1=CC2OC3CC4OC(=O)C=CC=CC(=O)OCCC(C)C(O)C(=O)OCC2(CC1O)C4(C)C31CO1 (configuration not stated),102.6*
CNC(=O)O/N=C(\C)Cc1nnn(-c2cc(C)on2)n1,-6.6
COCCOC(=O)c1c(C)oc2ccc(OC(=O)N(C)C)cc12,3.1
CC(=O)N1CN2CN(C(C)=O)CC(C(=O)c3ccccc3)(C2)C1,13.2
C=CCN1[C@@H]2CN(CC(F)(F)F)C[C@H]1C2c1ccc(Br)cc1 (some centres not stated),-7.1&-7.1
COc1ccc2[nH]cc(CCNCc3ccc(Br)cc3)c2c1,-5.3[25 µM]
NC(=NCc1ccc(Cl)cc1)SCCCc1cnc[nH]1,-8.8[25 µM]
# Next part:
SMILES,CD40 NFkB inh
CC12CN3CC(C)(CN(C1)C3c1ccncc1)C2=O (configuration not stated),9.2
COc1ccc2[nH]cc(CCN)c2c1,-4.2
COc1ccc(C(=O)c2c(C)n(CCN3CCOCC3)c3cc(I)ccc23)cc1,0.5[25 µM]
O=S1c2ccccc2-c2ccccc21,-0.4
CCCN(C/C=C/I)C1CCc2ccc(O)cc2C1 (configuration not stated),-6.3[25 µM]
C[N+]1(C)[C@@H]2CC[C@H]1CC(OC(=O)C(CO)c1ccccc1)C2 (some centres not stated),14.3
Cc1ccc2nc(N3CCC(C(=O)N4CCC5(CC4)OCCO5)CC3)sc2c1,-47.1
C=CC1CN2CCC1CC2[C@@H](OC(=O)c1ccc(OC)cc1)c1ccnc2ccccc12 (some centres not stated),32.1
CN1CCc2nc3sc(C(=O)NC(C)(C)C)c(N)c3cc2C1,-32.9
COCCN(C(=O)COC(=O)Cc1ccccc1)c1c(N)n(Cc2ccccc2)c(=O)[nH]c1=O,0.7
C[C@H](CO)N1C[C@H](C)[C@@H](CN(C)C(=O)Oc2cccc3ccccc23)OCc2cnnn2CCCC1=O,-5.7[25 µM]
O=C1C2CCN(CC2)C1(CO)CO,3.5
C[C@H](CO)N1C[C@H](C)[C@H](CN(C)C(=O)Oc2ccc3ccccc3c2)OCc2cn(nn2)CCCC1=O,-5.1[25 µM]
CN1C(=O)CC(c2ccccc2)Nc2ccccc21 (configuration not stated),9.1
CC(=O)OCC12CC(OC(=O)CC(C)C)C(C)=CC1OC1C(O)C(OC(C)=O)C2(C)C12CO2 (configuration not stated),65.0*
c1ccc2c(CN3CCCCCCC3)c[nH]c2c1,-0.3
COc1cccc(C2CCN(C)C2)c1 (configuration not stated),8.0
O=C(O)C1CSC(c2cccnc2)N1 (configuration not stated),2.4
OC1CCCCC1N1CCC(c2ccccc2)CC1 (configuration not stated),-13.3
Nc1ccccc1C(=O)OCC(=O)c1ccc2c(c1)OCCO2,33.7
O=c1c2ccccc2nc(-c2ccccc2)n1-n1cccc1,4.4
COc1ccc(-n2nc(C(F)(F)F)cc2-c2ccc(Cl)cc2)cc1,-10.9[25 µM]
Ic1cncc(OC[C@@H]2CCN2)c1,11.7[25 µM]
COc1ccc(OC(=O)N(C)C[C@@H]2OCc3ccccc3-c3c(n(C)c4ccccc34)C(=O)N([C@@H](C)CO)C[C@H]2C)cc1,38.4
COc1ccccc1OCCCn1cc(C(=O)c2ccco2)c2ccccc21,-38.9
c1ccc(CNC2CN3CCC2CC3)cc1 (configuration not stated),-4.5
O=C(CCN1CC2CCC(CC2)C1)c1cccs1,4.7
COc1ccccc1OCC#CCN1CCCCCC1,6.6
O=S(=O)(c1ccc(F)cc1)N1CCCCC1c1cccnc1 (configuration not stated),-0.9
O=C(CCCc1ccc(N(CCCl)CCCl)cc1)NCc1ccccc1,-4.2
CC(C)(C)NC[C@H](O)COc1cccc2[nH]c(C#N)cc12,-19.5[25 µM]
CCCCCOc1c(OC)ccc2cc(C(=O)NCc3ccc4c(c3)OCO4)c(=O)[nH]c12,10.6[25 µM]
C#C[C@]1(O)CCC2C3C(CC[C@@]21C)[C@@]1(C)CC[C@@H](O)CC1=C[C@H]3O (some centres not stated),2.3
CN1[C@@H]2CN(S(C)(=O)=O)C[C@H]1C2c1ccccc1 (some centres not stated),3.9&7.7
CC=Cc1ccc2n(c1=O)C[C@H]1[C@H](CO)[C@@H](C(=O)OC)[C@@H]2N1C(=O)CC1CC1 (mixture of isomers),-1.9[25 µM]
O=C(Nc1ccc(OC(=O)N2CCCCC2)cc1)N1CCOCC1,4.9

# Part of the list above, reformatted.
Compound	CD40 NFkB inh
O=c1c2ccccc2nc(-c2ccccc2)n1-n1cccc1	4.4
COc1ccc(-n2nc(C(F)(F)F)cc2-c2ccc(Cl)cc2)cc1	-10.9[25 µM]
Ic1cncc(OC[C@@H]2CCN2)c1	11.7[25 µM]
COc1ccc(OC(=O)N(C)C[C@@H]2OCc3ccccc3-c3c(n(C)c4ccccc34)C(=O)N([C@@H](C)CO)C[C@H]2C)cc1	38.4
COc1ccccc1OCCCn1cc(C(=O)c2ccco2)c2ccccc21	-38.9
c1ccc(CNC2CN3CCC2CC3)cc1 (configuration not stated)	-4.5
O=C(CCN1CC2CCC(CC2)C1)c1cccs1	4.7
COc1ccccc1OCC#CCN1CCCCCC1	6.6
O=S(=O)(c1ccc(F)cc1)N1CCCCC1c1cccnc1 (configuration not stated)	-0.9
O=C(CCCc1ccc(N(CCCl)CCCl)cc1)NCc1ccccc1	-4.2
CC(C)(C)NC[C@H](O)COc1cccc2[nH]c(C#N)cc12	-19.5[25 µM]
CCCCCOc1c(OC)ccc2cc(C(=O)NCc3ccc4c(c3)OCO4)c(=O)[nH]c12	10.6[25 µM]
C#C[C@]1(O)CCC2C3C(CC[C@@]21C)[C@@]1(C)CC[C@@H](O)CC1=C[C@H]3O (some centres not stated)	2.3
CN1[C@@H]2CN(S(C)(=O)=O)C[C@H]1C2c1ccccc1 (some centres not stated)	3.9&7.7
CC=Cc1ccc2n(c1=O)C[C@H]1[C@H](CO)[C@@H](C(=O)OC)[C@@H]2N1C(=O)CC1CC1 (mixture of isomers)	-1.9[25 µM]
O=C(Nc1ccc(OC(=O)N2CCCCC2)cc1)N1CCOCC1	4.9

# Carrying on.
SMILES,CD40 NFkB inh
CCOP(=S)(OCC)Oc1ccc2c(C)c(Cl)c(=O)oc2c1,6.4
OC(CCNCCc1c[nH]c2ccccc12)C(F)(F)F (configuration not stated),-4.5
Nc1c(C(=O)NC2CCCC2)c2nc3ccccc3nc2n1CC1CCCO1 (configuration not stated),32.3
C[C@@H]1CN([C@H](C)CO)C(=O)CCCn2nncc2CO[C@H]1CN(C)C(=O)Oc1ccccc1,-4.3
CC1CCCCN1CC(=O)c1ccc2cc[nH]c2c1 (configuration not stated),-6.2
CN1CC[C@@]23CCCC[C@@H]2[C@@H]1Cc1ccc(O)cc13,-4.9
CC1=C(C(=O)Nc2ccccc2)SCCO1,2.8
COc1ccccc1CN1[C@@H](CO)[C@@H](c2ccccc2)C12CN(C(=O)Cc1ccccc1)C2,21.9[25 µM]
Cc1nc(N)sc1CCN,1.7[25 µM]
O=C(CN1C(=O)COc2ccccc21)N1CCC2(CC1)OCCO2,-0.6
CC(Cc1ccccc1)NCC(=O)Nc1cc(N(C)C)nc2ccccc12 (configuration not stated),-5.3
O=C(C1CC1)N1C[C@@H]2N[C@H](C1)[C@@H]2c1ccc(-c2ccncc2)cc1,69.9*
O=C1N(c2ccccc2)C(c2cccnc2)N2CCCN12 (configuration not stated),6.9
Nc1c(C(=O)NCc2ccco2)c2nc3ccccc3nc2n1CCN1CCCCC1,21.4
NC(Cc1ccc(O)cc1)C(=O)NN=Cc1ccc(N(CCCl)CCCl)cc1 (configuration not stated),10.8
COCc1ccc(CN2CCCC(C(=O)c3sccc3C)C2)o1 (configuration not stated),3.9
O=C(Nc1cccc(OC(=O)N2CCCCC2)c1)N1CCCCC1,3.9
Cc1nn(-c2ccccc2)c2c1C(c1ccc3c(c1)OCO3)SCC(=O)N2 (configuration not stated),15.2
CC(=O)NC(=O)NC(C)Cc1ccccc1 (configuration not stated),-1.4
O=[N+]([O-])c1cc(Cl)c(Cl)cc1Cl,11.5
Cc1ccc(C[N+](C)(C)C)o1,-13.1[25 µM]
CC(=O)N1C[C@@H]2C(c3ccc(Br)cc3)[C@H](C1)N2CC1CC1 (some centres not stated),6.7&-0.8
CC(=O)Nc1ccc(OC(=O)N2CCCCC2)cc1,-6.3
C[C@]12CC[C@@H](O)C[C@@H]1CC[C@@H]1[C@@H]2CC[C@]2(C)C(=O)CC[C@@H]12,11.9
CCOC(=O)C1(c2ccccc2)CCN(CCC(=O)Nc2cccc(Br)c2)CC1,7.2
COC(=O)[C@H]1[C@H](CO)[C@H]2Cn3c(ccc(-c4cncnc4)c3=O)[C@@H]1N2S(=O)(=O)c1ccccc1C,-10.2[25 µM]

# Bioassay records: PubChem, Broad Institute
